# Source: PubChem BioAssay
# ALDH1A1 inh – ALDH1A1 (human) enzyme inhibition; 7.3% of 220,000 active; AID 1030; Purified ALDH1A1, NADH fluorescence, propionaldehyde substrate; P00352; Potency, µM (titrated, usually from 75.3 µM), without a hit: top-dose activity, negative = inhibition, most hits filed as inhibitors; active = well fitted inhibition curve with a large enough effect, not every such curve was filed as active; inconclusive = small, poorly fitted or top-dose-only effect, or another doubt; inactive = no such curve, though single readings can be large or run the other way;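 also: plate controls were no enzyme wells and a reference inhibitor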
# KinaseGlo FLuc – counter-screen: inhibitors of Kinase-Glo firefly luciferase. Kinase-Glo luciferase, ATP luminescence, 8 min. Potency, µM (top dose mostly 38.3 µM), for the others: at the top dose activity change, negative = inhibition, usual class: inhibitors. 0.28% of 200,000 active; also: % is scaled to controls: 0 for no effect and ±100 for the full control effect; nearly all actives have a fitted effect of over 60% in size
#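 Inhibition of Kinase-Glo luciferase light generation was assessed at 10 uM ATP in pH 7.2 imidazole buffer, with luminescence measured after eight minutes at ambient temperature.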
# L3MBTL1 inh – inhibitors of human L3MBTL1; Q9Y468; AlphaScreen L3MBTL1–H3K9me1 peptide binding; Potency, µM (doses to about 57.1 µM), for the others: at the highest dose activity, negative = inhibition, usual class: inhibitors; 0.66% of 230,000 active; also: % is scaled to controls: 0 for no effect and ±100 for the full control effect; nearly all actives have a fitted effect of over 60% in size
# Target sequence (Q9Y468 whole entry, looked up): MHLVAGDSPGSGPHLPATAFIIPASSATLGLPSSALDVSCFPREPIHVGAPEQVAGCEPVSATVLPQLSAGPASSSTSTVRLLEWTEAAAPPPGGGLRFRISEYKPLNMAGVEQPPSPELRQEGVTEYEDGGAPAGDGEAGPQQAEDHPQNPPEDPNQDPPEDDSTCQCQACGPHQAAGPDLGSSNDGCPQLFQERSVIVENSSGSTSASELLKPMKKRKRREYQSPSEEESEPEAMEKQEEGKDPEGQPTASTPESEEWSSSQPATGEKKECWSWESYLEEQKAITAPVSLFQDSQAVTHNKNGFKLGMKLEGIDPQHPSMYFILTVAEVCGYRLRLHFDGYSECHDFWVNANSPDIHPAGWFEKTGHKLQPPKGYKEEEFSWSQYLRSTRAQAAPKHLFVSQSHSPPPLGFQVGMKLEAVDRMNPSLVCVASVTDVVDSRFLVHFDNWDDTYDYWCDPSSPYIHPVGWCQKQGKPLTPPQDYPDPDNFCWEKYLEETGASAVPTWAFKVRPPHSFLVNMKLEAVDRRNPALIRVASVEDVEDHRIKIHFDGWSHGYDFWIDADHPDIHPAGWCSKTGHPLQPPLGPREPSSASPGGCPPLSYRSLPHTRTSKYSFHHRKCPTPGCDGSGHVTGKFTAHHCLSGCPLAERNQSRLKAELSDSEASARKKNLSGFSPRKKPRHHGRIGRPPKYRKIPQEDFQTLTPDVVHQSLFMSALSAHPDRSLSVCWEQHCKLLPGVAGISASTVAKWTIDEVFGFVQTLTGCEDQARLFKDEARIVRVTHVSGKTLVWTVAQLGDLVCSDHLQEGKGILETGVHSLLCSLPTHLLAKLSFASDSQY
#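 First, the protein-peptide complex forms for 30 min at room temperature (L3MBTL1 50 nM, biotinylated H3K9me1 peptide 75 nM). Next, compounds are pin-transferred and incubated 30 min. Finally, AlphaScreen beads are added and read after 30 min.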
# KDM4E inh – JMJD2E (human) inhibition; B2RXH2; JMJD2E catalytic domain, FDH-coupled NADH fluorescence (FDH is formaldehyde dehydrogenase); Potency, µM (highest dose often 57.1 µM), for inactives: at the highest dose activity change, negative = inhibition, most hits filed as inhibitors; 1.6% of 230,000 active; active = well fitted inhibition curve with a large enough effect, not every such curve was filed as active; inconclusive = small, poorly fitted or top-dose-only effect, or another doubt; inactive = no such curve, though single readings can be large or run the other way;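 also: 0% = wells with enzyme and -100% = buffer wells without enzyme; nearly all actives have a fitted effect of over 50% in size; many of its hits are not listed in these tables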
# Tau ThT inhib – inhibitors of human tau fibril formation, thioflavin T binding. P10636. recombinant tau K18 P301L (four-repeat tau fragment), heparin-induced fibrillization, ThT fluorescence. Potency, µM (titrated, usually from 57.4 µM), for the others: top-dose activity, negative = inhibition, hits mostly inhibitors. 2.1% of 270,000 active. AID 1460; also: % is scaled to controls: 0 for no effect and ±100 for the full control effect; nearly all actives have a fitted effect of over 55% in size
# Target sequence (P10636 561-689 P618L limits assumed): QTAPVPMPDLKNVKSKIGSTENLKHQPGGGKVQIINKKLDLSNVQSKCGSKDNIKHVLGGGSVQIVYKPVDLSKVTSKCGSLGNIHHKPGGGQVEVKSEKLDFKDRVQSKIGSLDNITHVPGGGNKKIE
#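 Recombinant human tau K18 fragment […] carrying P301L, 15 uM unlabeled plus 0.24 uM Alexa 594-labeled, was fibrillized with 20 uM heparin in 100 mM sodium acetate pH 7 for 6 hr at 37 C; 30 uM ThT fluorescence read after 1 hr.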
# Lamin A splicing – changes lamin A minigene splicing in HeLa cells; Potency, µM (series often up to 46.1 µM), for inactives: at the highest dose ratio change, negative = inhibition, actives largely listed as inhibitors; HeLa LMNA splicing GFP/RFP minigene ratio, 48 h; 0.01% of 200,000 active; active = well fitted inhibition curve with a large enough effect in the signal ratio, with a control signal flat, not every such curve was filed as active; inconclusive = small, poorly fitted or top-dose-only effect, or effect the other way, or a change in a side signal; the % refers to the signal ratio; also: % is scaled to controls: 0 for no effect and ±100 for the full control effect
#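 S3 HeLa stable clones carrying a lamin A-EGFP splicing minigene plus DsRed2 were seeded at 600 cells/well in Opti-MEM with 2% FBS, pin-dosed and incubated 48 h at 37°C. Acumen cytometry (488 nm) gave the GFP/RFP total-intensity ratio.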
# SMN2 splice up – enhancers of SMN2 splice variant expression; Potency, µM (series often up to 46.1 µM), for the others: at the top dose activity change, positive = activation, usual class: activators; 2.8% of 210,000 active; HEK293 SMN2-luciferase splicing reporter, luminescence, 30-36 h; also: % of control where 0% means no effect; nearly all actives have a fitted effect of over 55% in size
#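 qHTS luciferase splicing reporter: luminescence rises when SMN2 exon 7 is included in transfected HEK293 cells. Compound exposure lasted 30-36 h at 37C, with 4.5 mM final sodium butyrate as control, followed by a ONE-Glo read.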
# RECQ1 helicase – blocks DNA unwinding by human RECQ1; Potency, µM (highest dose often 57.3 µM), without a hit: at the highest dose activity, negative = inhibition, most hits filed as inhibitors; RECQ1 DNA unwinding, red fluorescence kinetic read; AID 2549; 0.54% of 240,000 active;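 also: plate controls were vehicle for no effect and no enzyme for full effect; nearly all actives have a fitted effect of over 30% in size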
#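 50 nM RECQ1T1 preincubated 15 min with compound in Tris pH 8.0 buffer with MgCl2, DTT, Tween-20 and 2.5 ug/ml poly(dI-dC); started with 200 nM TAMRA/BHQ-2 forked duplex and 2 mM ATP. Unwinding read as fluorescence (525/598 nm), two reads 2 h apart.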
# Numbers without * were called inactive; i = inactive; ? = inconclusive; . = no result given; & = joins results of further samples; [ ] = dose if it differs, or a comment. Unless noted, calls follow the shape of the dose curve; as a rule, active = well fitted curve in the direction sought with a large enough effect; inconclusive = small, poorly fitted or top-dose-only effect, or another doubt; inactive = no such curve, though single readings can be large; an effect the other way counts as inactive or inconclusive. Potency is read from the fitted curve at half-maximal effect. The list is partial, so the mix of outcomes need not match the whole.
SMILES,ALDH1A1 inh,KinaseGlo FLuc,L3MBTL1 inh,KDM4E inh,Tau ThT inhib,Lamin A splicing,SMN2 splice up,RECQ1 helicase
CCOC(=O)COc1c(OC)cc(Cl)cc1C1Nc2ccccc2C(=O)N1c1ccc(F)cc1 (configuration not stated),?,6%,-17%,-3%,-9%,-9%,-13%,1%
Cc1ccccc1OCc1nnc2n1CC(C)S2 (configuration not stated),4%,6%,-17%,-3%,-8%,-14%,2%,i
COc1ccc(/C=N/O)cc1COc1ccc(NC(C)=O)cc1,2%,-1%,2%,2%,-9%,-12%,10%,i
Cc1[nH]c2ccccc2c1SCC(=O)N1CCC(C)CC1,-1%,8%,.,-7%,1%,?,-14%,-2%
C/C(CCc1ccco1)=N\NC(=O)CNc1c(Br)cc(Br)cc1Br,?,0%,8%,2%,-8%,.,0%,i
O=C1c2ccccc2C(=O)N1CCCc1nc2ccccc2c(=O)n1CCCn1ccnc1,9%,.,-5%,9%,0%,-2%,.,-2%
CCc1ccc(CNCc2ccc(OCC(O)CN(C)Cc3ccccc3)cc2)nc1 (configuration not stated),-12%,-1%,-5%,-3%,-12%,?,.,-4%
O=C(c1cc(COc2c(F)cccc2F)on1)N1CCC(c2ccncc2)CC1,?,1%,-10%,-1%,-5%,.,.,7%
C=CCN1C(=O)/C(=c2\sc3nc(=O)c(Cc4ccc(OC)c(OC)c4)nn3c2=O)c2ccccc21,3.2µM*,.,-13%,-3%,28µM*,.,.,i
CCOc1ccc2nc(COC(=O)c3cccs3)c(C(=O)c3ccccc3)[n+]([O-])c2c1,?,1%,-3%,?,?,-1%,2%,-6%
COc1ccc(C(=O)C2CCCN(C(=O)COc3ccc(C(C)=O)cc3)C2)cc1F (configuration not stated),?,0%,2%,4%,-5%,23%[46 µM],-24%,15%
Cc1ccc(NC(=S)N(CCN(C)C)Cc2cccs2)cc1C,4%,0%,-11%,-2%,2%,-15%[46 µM],-14%,i
O=C(Nc1ccccc1)Nc1nc(-c2ccc(F)cc2)cs1,3%,0%,-3%,3%,3%,?,-25%,0%
CCOC(=O)N1CCN(C(=O)CN(c2ccc3c(c2)OCO3)S(C)(=O)=O)CC1,17%,0%,5%,4%,12%,2%,23%,-17%
Cc1ccc(F)cc1NC(=O)CN1CCN(c2ccccn2)CC1,-2%,0%,10%,1%,8%,.,-4%,-2%
CCn1cc(-c2cc(C(=O)O)c3ccccc3n2)cn1,?,?,.,?,-5%,?,3%,4%
CCC(CC)NC(=O)Nc1ccc(F)c(Cl)c1,1%,-1%,56%[activator],0%,10%,.,13%,i
O=C(/C=C/c1cccc(Br)c1)N1CCN(c2cccc(C(F)(F)F)c2)CC1,1%,-2%,5%,5%,-15%,?,-3%,-13%
CC/S(C)=N/S(=O)(=O)c1ccc(C)cc1 (configuration not stated),5%,1%,1%,-2%,1%,-4%,6%,6%
COc1cc(S(=O)(=O)N2CCN(Cc3ccc4c(c3)OCO4)CC2)c(C)cc1C,3%,0%,?,9%,-16%,?,-16%,-9%
O=C(Nc1cccc(S(=O)(=O)C(F)F)c1)c1ccc(S(=O)(=O)N2CCCCC2)cc1,?,1%,6%,-9%,8%,?,-27%,i
CCCOc1ccc(C2C(=O)N(C3CCCCC3)CC(=O)N2C2CC2)cc1OC (configuration not stated),19%,1%,0%,6%,-2%,-2%,1%,i
CC1(C)SC(=S)N(NC(=O)Nc2cccc3ccccc23)C1N(O)C(=O)Nc1ccccc1 (configuration not stated),-3%,1%,-1%,?,-3%,?,-9%,-14%
O=C(NNC(=S)NC(=O)c1ccccc1[N+](=O)[O-])c1ccccc1[N+](=O)[O-],-11%,-1%,.,-2%,-12%,4%,-12%,-30%
O=C(N/N=C/c1cc(Br)ccc1O)c1ccncc1,.,.,32µM*,28µM*,-9%,.,.,13%
CC1=NN(c2ccccc2)C(=O)/C1=C/C=C/c1ccc(N(C)C)cc1,-6%,13µM*,?,-1%,2µM*,?,-19%,-9%
COc1ccc(C(=O)N2CC3(CC(c4cccc([N+](=O)[O-])c4)=NO3)C[C@H]2C(=O)NCC(N)=O)cc1 (some centres not stated),11µM*,3%,-10%,2%,5%,8%,?,11%
CSc1nsc(SC)c1NC(=O)OCCc1ccccn1,-8%,-3%,0%,2%,-6%,?,-52%[inhibitor],?
COc1ccc(N2CCN(c3n[nH]c(N)n3)CC2)cc1,25%,-4%,-25%,-4%,-2%,.,-13%,15%
Cc1[nH]c2ccccc2c1C(=O)NS(=O)(=O)Nc1ccc(Cl)cc1,0%,2%,1%,-10%,-5%,9%[46 µM],3%,i
CCCc1cc(C(=O)O)c2ccccc2n1,10%,-2%,.,?,-2%,-8%,-2%,-8%
Nn1cc(-c2ccccc2)nc1SCC(=O)NC1CCS(=O)(=O)C1 (configuration not stated),-6%,2%,3%,7%,-14%,1%,-19%,-2%
Cc1noc(C)c1COc1cccc(C(=O)Nc2cccnc2)c1,12%,-2%,-19%,-1%,2%,.,6%,2%
COc1ccc(CCNC(=O)c2nnn(-c3cc(C)cc(C)c3)c2N)cc1OC,3%,-1%,1%,-7%,-16%,8%,-7%,i
CCCSc1nnc(C(C)C)n1N,7%,2%,.,2%,-7%,4%,-16%,-1%
CCN1CC(CN(C)Cc2nc(-c3ccc(C(F)(F)F)cc3)oc2C)CC1=O (configuration not stated),3%,.,36%[activator],?,-3%,.,.,i
Cc1nc([N+](=O)[O-])c(C(=O)OCc2ccccc2)n1C,?,2%,.,-11%,2%,.,-22%,-3%
COC(=O)c1[nH]c2cc(OC)ccc2c1NC(=O)CCN1CCCC(C)(C)C1,-9%,.,1%,-7%,-7%,3%,.,-10%
O=C(Nc1ccc2nc3n(c(=O)c2c1)CCCC3)c1ccccc1[N+](=O)[O-],?,-2%,11%,-16%,-5%,-11%,-6%,0%
CC(C)CCNC(=O)CNC(=S)N(Cc1ccccc1)Cc1cccnc1,?,-1%,8%,6%,-1%,-3%,-12%[1.84 µM],-4%

# Shown with two lines to a compound: 12 of the compounds above.
# Screens in order: ALDH1A1 inh, KinaseGlo FLuc, L3MBTL1 inh, KDM4E inh, Tau ThT inhib, Lamin A splicing, SMN2 splice up, RECQ1 helicase
> COc1ccc(N2CCN(c3n[nH]c(N)n3)CC2)cc1
  25%, -4%, -25%, -4%, -2%, ., -13%, 15%
> Cc1[nH]c2ccccc2c1C(=O)NS(=O)(=O)Nc1ccc(Cl)cc1
  0%, 2%, 1%, -10%, -5%, 9%[46 µM], 3%, i
> CCCc1cc(C(=O)O)c2ccccc2n1
  10%, -2%, ., ?, -2%, -8%, -2%, -8%
> Nn1cc(-c2ccccc2)nc1SCC(=O)NC1CCS(=O)(=O)C1 (configuration not stated)
  -6%, 2%, 3%, 7%, -14%, 1%, -19%, -2%
> Cc1noc(C)c1COc1cccc(C(=O)Nc2cccnc2)c1
  12%, -2%, -19%, -1%, 2%, ., 6%, 2%
> COc1ccc(CCNC(=O)c2nnn(-c3cc(C)cc(C)c3)c2N)cc1OC
  3%, -1%, 1%, -7%, -16%, 8%, -7%, i
> CCCSc1nnc(C(C)C)n1N
  7%, 2%, ., 2%, -7%, 4%, -16%, -1%
> CCN1CC(CN(C)Cc2nc(-c3ccc(C(F)(F)F)cc3)oc2C)CC1=O (configuration not stated)
  3%, ., 36%[activator], ?, -3%, ., ., i
> Cc1nc([N+](=O)[O-])c(C(=O)OCc2ccccc2)n1C
  ?, 2%, ., -11%, 2%, ., -22%, -3%
> COC(=O)c1[nH]c2cc(OC)ccc2c1NC(=O)CCN1CCCC(C)(C)C1
  -9%, ., 1%, -7%, -7%, 3%, ., -10%
> O=C(Nc1ccc2nc3n(c(=O)c2c1)CCCC3)c1ccccc1[N+](=O)[O-]
  ?, -2%, 11%, -16%, -5%, -11%, -6%, 0%
> CC(C)CCNC(=O)CNC(=S)N(Cc1ccccc1)Cc1cccnc1
  ?, -1%, 8%, 6%, -1%, -3%, -12%[1.84 µM], -4%

# (continued)
SMILES,ALDH1A1 inh,KinaseGlo FLuc,L3MBTL1 inh,KDM4E inh,Tau ThT inhib,Lamin A splicing,SMN2 splice up,RECQ1 helicase
N#C/C(=C(/O)c1ccco1)c1nc2ccccc2s1,1%,-9%,-9%&4%,6%,?,?,25%,6%&0%
COc1c(C)cc(C(=O)C2CCCN(C(=O)CCCn3cncn3)C2)cc1C (configuration not stated),.,.,5%,-3%,-2%,.,.,i
CCOC(=O)c1cnn(-c2nc(-c3ccccc3F)cs2)c1C(F)(F)F,-5%,-3%,44%[activator],?,-18%,5%,-7%,-9%
O=C(COc1ccc(S(=O)(=O)N2CCCC2)cc1)NCc1ccco1,2%,-2%,.,6%,-7%,6%,-12%,-16%
COC(=O)C(C)Sc1ccc2nnc(-c3ccc(F)cc3)n2n1 (configuration not stated),4%,-3%,-4%,?,3%,8%,14%,-3%
O=C(CCN1C(=O)COc2ccccc21)N1CCN(c2ccccn2)CC1,?,1%,0%[11.4 µM],?,-2%,11%,-11%,-8%
O=C(NC1CCCCC1)C(Cc1ccccc1)N1C(=O)C2C3CCC(C3)C2C1=O (configuration not stated),0%,0%,2%,1%,3%,1%,-7%,-11%
O=C(NCc1ccoc1)c1ccc(NC(=O)c2ccccc2Cl)cc1,?,2%,-7%,5%,-7%,-19%,.,i
COc1cccc(NC(=O)C(=S)NC2CCCCC2)c1,?,-20%,-5%,5%,-2%,.,3.5µM*,23%
Nn1c(SCC(=O)NC(=O)Nc2ccc3c(c2)OCCO3)nnc1C1CC1,6%,-3%,1%,4%,3%,.,?,i
CCOC(=O)c1[nH]c2ccc(F)cc2c1NC(=O)CCN1CCSCC1,?,0%,.,?,2%,-4%,23%,i
CCCCc1c(O)nc(SCC(=O)c2ccccc2)[nH]c1=O,-10%,-2%,33%[activator],11%,-2%,8%,20%,-2%
